SIAH1 antagonists: Siah-1 peptide-binding antagonists, primary screen, biochemical, fluorescence polarization, rhodamine-plectin, uHTS (AID 1817) | one-dose displacement, % at 20 µM; IC50 in µM for titrated hits | 0.02% of 290,000 active | Siah-1 / rhodamine-plectin peptide fluorescence polarization; higher % means a stronger effect;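 active means displacement of at least 50% at 20 µM, with a fluorescence ratio check between 0.3 and a set limit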;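 further: plate controls were Siah plus tracer with DMSO for no effect and tracer alone without Siah for full effect; strong numbers were not always called active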
PhoP inhibition: inhibitors of PhoP regulon expression, primary screen, Salmonella Typhimurium, GFP reporter (AID 1863). S. Typhimurium PhoP-regulated promoter GFP reporter, 4 h; higher % means a stronger effect. one-dose inhibition, % at 50 µM; IC50 in µM for titrated hits. 0.16% of 300,000 active;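 active means inhibition over 29.93%, a cutoff 3 SD above the screen mean, later confirmed by dose response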;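 further: 0% = low Mg2+ inducing control and 100% = high Mg2+ repressing control; strong numbers were not always called active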
NOD1 inhibition: inhibition of NOD1-driven NF-kB reporter – cell-based, luminescence, uHTS, primary screen (AID 1578); NOD1-driven NF-kB luciferase reporter cells, luminescence; higher % means a stronger effect; inhibition, % at 4 µM, or EC50 in µM where a hit was titrated; 1% of 290,000 active; in the data active means inhibition mostly above about 36%, no sharp cut-off; inactive means mostly below about 34%;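 further: HEK-293T reporter cells stimulated with the NOD1 agonist gamma-tri-DAP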
KOR beta-arrestin-1: KOR agonists, beta-arrestin recruitment, primary screen, cell-based, luminescence, uHTS (AID 1777) | KOR beta-arrestin recruitment, luminescence; higher % means a stronger effect | activation, % at 10 µM, or EC50 in µM where a hit was titrated | 0.02% of 280,000 active; in the data active means activation above about 50%, passing the limit was not always enough; further: a part of the inactive calls stands beside numbers as strong as those of hits
Myeloid diff MLP: promotes myeloid progenitor differentiation. ER-HoxA9 myeloid progenitors, lysozyme-GFP differentiation, flow cytometry. calls only at 10 µM. 1% of 360,000 active. AID 624256;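 active means normalized GFP-positive differentiation at or above the plate's own cutoff, the solvent-only control mean plus 3 SD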;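 further: cells exposed to compound for four days before flow analysis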
KOR beta-arrestin-2: kappa opioid receptor blockers – cell-based, luminescence, uHTS (AID 1778) | KOR beta-arrestin recruitment, luminescence, antagonist mode; higher % means a stronger effect | inhibition, % at 10 µM; hits with a dose series show IC50 in µM | 0.091% of 290,000 active; further: strong numbers were not always called active
LYP phosphatase: PTPN22 lymphoid phosphatase activity blockers – biochemical, fluorescence intensity, uHTS (AID 1779); one-dose inhibition, % at 11.5 µM; IC50 in µM for titrated hits; recombinant LYP phosphatase, fluorescence intensity; higher % means a stronger effect; 0.054% of 290,000 active;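 further: plate controls were vehicle with enzyme for no effect and no enzyme for full effect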
HIV fusion peptide: inhibitors of HIV fusion peptide binding, primary screen, biochemical, uHTS, fluorescence dequenching (AID 1986); cell-free peptide binding, fluorescence dequenching, 30 min; higher % means a stronger effect; inhibition, % at 20 µM, or IC50 in µM where a hit was titrated; 0.3% of 290,000 active; in the data active means inhibition mostly above about 52%, no sharp cut-off; inactive means mostly below about 76%; further: some results filed as inactive read as strong as hits
HEK293 NOD2/NF-kB: NOD2 signaling inhibitors, cell-based, luminescence, uHTS, HEK293 (AID 1566) | HEK293 NOD2/NF-kB luciferase reporter, luminescence; higher % means a stronger effect | 0.63% of 290,000 active | inhibition, % at 4 µM; hits with a dose series show EC50 in µM; further: many of its hits are not listed in these tables
Myeloid diff MLP GFP+ MAC1+ %: second read-out of Myeloid diff MLP, no call of its own (marks repeat the call); GFP+ MAC1+ double positive, %; measured here: differentiation confirmed by MAC1 staining
* = called active by the depositor; i = inactive; nt = no result given; [ ] = remark or other dose. Unless noted, no stated cut-off is given here; in the data, active means inhibition above about 50%; inactive means the rest. An excerpt; rates above refer to the full screens.

structure | HIV fusion peptide | KOR beta-arrestin-1 | Myeloid diff MLP | LYP phosphatase | SIAH1 antagonists | NOD1 inhibition | HEK293 NOD2/NF-kB | KOR beta-arrestin-2 | PhoP inhibition | Myeloid diff MLP GFP+ MAC1+ %
Cc1cc(C)c2c(c1)-c1c(ssc1=S)C(C)(C)N2C(=O)CN1C(=O)c2ccccc2C1=O | -1.0% | -0.1% | i | 10% | -10% | 28% | 4% | nt | 1% | 0.8
CCN(C(=O)COC(=O)c1cc(S(=O)(=O)N2CCc3ccccc32)ccc1OC)C1CCS(=O)(=O)C1 (stereo not given) | -2.2% | -7.4% | i | -10% | 5% | -20% | 0% | 13% | 1% | 0.2
Cc1ccc(NC(=O)CCN2CCOCC2)cc1C | 2.8% | 3.1% | i | -6% | 1% | 7% | -7% | -22% | -3% | 0.4
COC(=O)c1ccc(COC(=O)c2cccn2C)o1 | -0.8% | -4.5% | i | -7% | -2% | -39% | -1% | 5% | 3% | 1.5
CCCCNC(=O)CN(c1cc(C(F)(F)F)ccc1Cl)S(C)(=O)=O | -3.6% | 4.6% | i | -9% | 1% | 29% | 11% | -10% | -2% | 0.2
O=C(COC(=O)Cn1cnc2ccccc21)Nc1cccc([N+](=O)[O-])c1 | -0.7% | -2.5% | i | -4% | -1% | -32% | 14% | 12% | 5% | 0.0
N#CC(c1ccc(F)cc1)c1ccc(C(=O)c2ccccc2)cc1 (stereo not given) | 0.2% | -3.1% | i | -12% | -1% | 0% | -2% | 3% | -5% | 1.0
Cc1ccccc1C(=O)NC1CCN(C(=O)Nc2ccc(F)cc2)CC1 | 0.9% | -1.5% | nt | -10% | 3% | -19% | -7% | -16% | -1% | nt
Cc1cc(Cl)ccc1OCC(=O)N/N=C1\CC2C=CCC12 (stereo not given) | 1.8% | 1.0% | i | -1% | 5% | -18% | -4% | -14% | 4% | 0.2
CC(C)NC(=O)NC(=O)CN1C(=O)NC2(CCc3ccccc3C2)C1=O (stereo not given) | 1.9% | -1.1% | i | -2% | -4% | -9% | 4% | 27% | -7% | 0.8
CC(=O)c1ccc(NC(=O)C2CCCN2S(=O)(=O)c2cccc3cccnc23)cc1 (stereo not given) | 2.2% | -4.1% | i | -4% | 4% | -9% | 3% | -22% | -6% | 5.4
CN(C1CCCCC1)S(=O)(=O)c1ccc(S(=O)(=O)N2CCN(C(=O)c3ccccc3F)CC2)cc1 | -1.4% | -0.8% | i | 5% | 1% | 8% | -3% | 20% | -13% | 1.1
Cc1nn(-c2ccccc2)c(C)c1/C=N/n1c(-c2ccncc2)n[nH]c1=S | -1.0% | -8.6% | i | -6% | 6% | -29% | 14% | 5% | -8% | 0.5
CC(=O)c1ccc(NC(=O)COC(=O)c2nc(Cl)ccc2Cl)cc1 | -0.3% | -7.3% | i | -7% | -5% | -15% | 13% | 15% | 6% | 0.5
O=C(O)C1CSC(c2ccc3c(c2)OCO3)N1 (stereo not given) | -1.7% | -1.7% | i | -5% | 1% | 1% | 9% | 10% | -7% | 0.5
O=C(C1CCN(C2CCN(C/C(Cl)=C/c3ccccc3)CC2)CC1)N1CCOCC1 | 0.8% | -1.6% | i | 0% | -1% | -31% | -7% | 8% | 5% | 0.1
NC(=O)c1ccc(C(F)(F)F)cn1 | -1.1% | -6.1% | i | -7% | -2% | -18% | 4% | -54%[20 µM] | 0% | 0.4
Cc1cccc(C)c1NC(=S)NC(C)(C)CO | -1.6% | 2.3% | i | -4% | -4% | 11% | 1% | 38% | 0% | 0.7
Cc1ccc(NC(=O)COc2nc(C)cs2)cc1 | -1.5% | -1.4% | i | -1% | 2% | nt | 0% | 14% | -12% | 2.6
O=C(Nc1cccn(Cc2ccccc2Cl)c1=O)NC1CCCCC1 | -1.6% | nt | i | 1% | 6% | -26% | 2% | -17%[20 µM] | -5% | 1.2
O=C(Cn1nc(Cl)nc1Cl)c1ccc(F)cc1 | 0.5% | 3.3% | i | -4% | -4% | -12% | 1% | -19% | 4% | 0.6
O=C(O)c1cc(-c2ccco2)[nH]n1 | 18% | -6.4% | i | -6% | 1% | -17% | 7% | -26% | -3% | 0.8
CC1CCCCN1S(=O)(=O)c1ccc(S(=O)(=O)N2CCN(c3ccccc3)CC2)cc1 (stereo not given) | -2.0% | 2.5% | i | -9% | -5% | -27% | 7% | -77% | -6% | 0.8
COc1ccc(-c2ccc(=O)n(Cc3cccc(Cl)c3)n2)cc1 | -0.6% | 2.2% | i | -6% | -6% | -8% | 22% | -5% | -1% | 0.8
Cn1c(SCc2ccccc2)nnc1-c1ccco1 | 0.0% | -7.4% | i | -7% | 12% | -24% | -25% | 1% | 4% | 0.2
CN(C)/C=N/c1[nH]ncc1C#N | 0.3% | -2.5% | i | -4% | 6% | -35% | 5% | -12% | 3% | 0.5
COc1ccc(S(=O)(=O)N2CCCCCC2)cc1C(=O)N(C)CC(=O)Nc1cc(C)ccc1C | -0.5% | 6.6% | i | 0% | 0% | -9% | -3% | -12% | -5% | 1.0
COc1ccc(N2CCN(C(=O)CCc3ccccc3)CC2)cc1 | -2.3% | -7.7% | i | -8% | 12% | 5% | 9% | 9% | -1% | 1.9
Cc1c(Br)c([N+](=O)[O-])nn1CC(=O)NCc1ccccc1 | -0.2% | -4.1% | i | -10% | -2% | -20% | 20% | 2% | 5% | 0.5
COc1ccc(C(c2nnnn2C2CCCC2)N2CCC(C(N)=O)CC2)c(OC)c1 (stereo not given) | 0.3% | -0.5% | i | -4% | -2% | -21% | 8% | -20% | 7% | 0.0
CCOc1ccccc1CNC(=O)CCCn1ncn2c(cc3occc32)c1=O | -1.5% | 6.3% | i | 2% | 2% | -12% | 4% | -3% | -1% | 6.4
CSc1ccc(/C=N/NC(=O)CN2CCN(Cc3ccccc3Cl)CC2)cc1 | -0.4% | 3.5% | i | 2% | -2% | -32% | 2% | -20% | -5% | 0.2
Cc1cc(C(=O)N2CCCC(N3CCN(c4cccc(C(F)(F)F)c4)CC3)C2)c(C)o1 (stereo not given) | 1.2% | -0.5% | i | -9% | 6% | -15% | 14% | -7% | -3% | 1.6
O=C(NCc1ccccn1)c1c(O)c2c([nH]c1=O)CCCC2 | 0.4% | -13% | i | -5% | -2% | -27% | 22% | 5% | -12% | 9.2
Fc1ccc(C2c3cccn3CCN2C(=S)Nc2cccc(Br)c2)cc1 (stereo not given) | 1.7% | 4.3% | i | -1% | -4% | -2% | -2% | -36% | 4% | 0.6
O=C(NCCCc1ccccc1)c1cncc(Br)c1 | 0.8% | 2.3% | i | 2% | -3% | -9% | -14% | 1% | -2% | 0.9
Cc1ccc(OC(C)C(=O)N=Nc2c(O)[nH]c3ccc([N+](=O)[O-])cc23)cc1 (stereo not given) | -1.2% | -5.5% | i | 2% | -8% | 14% | 19% | -38% | -8% | 0.1
COC(=O)N1C(=O)[C@@](c2ccccc2)(C(C)C)N1C(=O)OC | 1.9% | -3.2% | i | -6% | -3% | 42% | 36% | -16%[20 µM] | nt | 1.3
O=C(C1CCN(Cc2ccc(Cl)cc2)CC1)N1CCN(C(c2ccccc2)c2ccccc2)CC1 | 0.1% | 7.1% | i | 7% | 0% | -33% | -14% | -69% | 10% | 1.2
O=C(CSc1ccc2ccccc2n1)NCc1ccc2c(c1)OCO2 | -0.8% | -0.3% | i | -2% | 10% | -35% | 1% | 5% | 5% | 0.3
O=C(CN1CCN(S(=O)(=O)N2CCCCCC2)CC1)Nc1cc(Cl)ccc1Cl | -0.8% | -1.2% | i | -3% | 0% | -1% | -19% | -1% | -5% | 1.1
COc1nccnc1NS(=O)(=O)c1ccc(NC(=S)NC(=O)c2ccc(F)cc2)cc1 | 0.1% | 5.9% | i | -7% | 0% | -4% | 11% | 12% | -3% | 4.1
Cc1ccc(NC(=O)CCc2nc3ccccc3[nH]2)cc1C | -2.6% | -3.4% | i | -1% | 6% | -3% | 24% | 30% | -1% | 1.6
O=S(=O)(O)c1nc2ccccc2n1Cc1ccc(Cl)cc1Cl | 0.0% | 6.5% | i | -4% | 9% | -1% | -2% | -6% | 0% | 0.7
CN(C)S(=O)(=O)N(Cc1ccc(Br)cc1)c1ccccc1 | -1.9% | -1.4% | i | -1% | -8% | 30% | -4% | 11% | -2% | 8.9
Cc1cc(N(C)NC(=S)Nc2ccccc2)nc(C)n1 | 0.3% | 6.5% | i | -4% | 1% | -4% | 15% | 11% | 7% | 1.4
CCOCCCNC(=O)CSCc1nc(-c2ccc(SC)cc2)oc1C | 0.8% | -4.1% | i | 2% | 2% | -10% | 10% | -3% | 4% | 0.3
CC(C)(C)NC(=O)CN(C(=O)CNC(=O)c1cccs1)c1ccc2c(c1)OCCO2 | 1.0% | -3.9% | i | -1% | 0% | -31% | -9% | 35% | 0% | 2.8
CCNc1nc(SCCOc2ccc(Cl)cc2Cl)nc(N(C)C)n1 | 1.7% | 3.2% | i | 8% | 1% | -22% | -1% | -5% | -9% | 0.7
COc1ccc(C2CCCN2C(=S)Nc2ccccc2C)cc1OC (stereo not given) | -0.2% | -1.8% | i | -11% | -11% | 10% | 12% | 12% | 7% | 0.8
Cc1nc(N)[nH]c(=O)c1Oc1cccc(C(F)(F)F)c1 | -1.0% | -2.8% | i | -6% | -4% | -4% | 17% | 15% | -8% | 0.7
Cc1ccc(Sc2c(C)nn(C(=O)c3cccc(S(=O)(=O)N4CCOCC4)c3)c2C)cc1 | -1.7% | -2.9% | i | 2% | 1% | 33% | 6% | -48% | 13% | 7.1
O=C(CNC(=S)N(Cc1ccccc1)Cc1ccccc1F)NCCc1ccc(Cl)cc1 | 1.3% | 42% | i | 12% | 4% | -51% | -14% | -18% | 1% | 0.7
O=C(CCSCCc1ccccn1)Nc1cccc([N+](=O)[O-])c1 | 0.7% | -4.4% | i | -3% | 0% | -21% | 15% | 8% | -6% | 0.5
COC(=O)C(Cc1ccc(O)cc1)NC(=O)C1CCN(S(=O)(=O)c2ccc(C)cc2)CC1 (stereo not given) | -0.1% | 0.3% | i | -9% | 8% | -4% | 4% | -11% | 5% | 1.1
COc1cccc(/C=N/NC(=O)c2cnccn2)c1 | 4.4% | 2.6% | i | 4% | 0% | -4% | -8% | -17% | 13% | 0.1
O=c1c(C(c2ccccc2)c2c(O)nc3n(c2=O)CCS3)c(O)nc2n1CCS2 | 6.1% | -2.3% | i | -6% | 3% | -19% | 8% | -27% | 5% | 0.0
CC(=O)Nc1nc(NC(=O)C(Cl)(Cl)Cl)n(-c2ccccc2)n1 | -1.0% | 2.6% | i | -9% | -2% | -3% | 12% | 2% | -2% | 0.4
CN(C)CCNCc1ccccc1OC1CCCC1 | -0.8% | 2.6% | i | -5% | 5% | -8% | 0% | -7% | 0% | 9.4

2 entries from above, with values under each structure:
Second line of a record: HIV fusion peptide, KOR beta-arrestin-1, Myeloid diff MLP, LYP phosphatase, SIAH1 antagonists, NOD1 inhibition, HEK293 NOD2/NF-kB, KOR beta-arrestin-2, PhoP inhibition, Myeloid diff MLP GFP+ MAC1+ %
COc1cccc(/C=N/NC(=O)c2cnccn2)c1
 : 4.4%, 2.6%, i, 4%, 0%, -4%, -8%, -17%, 13%, 0.1
O=c1c(C(c2ccccc2)c2c(O)nc3n(c2=O)CCS3)c(O)nc2n1CCS2
 : 6.1%, -2.3%, i, -6%, 3%, -19%, 8%, -27%, 5%, 0.0

Screens as filed in PubChem BioAssay.
